Rab2A wt mod: changes GTP binding to wildtype dog Rab2A, up or down. P61105. GST-Rab2 wt beads, Bodipy-GTP binding, flow cytometry. GTP binding activity, % at 10 µM. 190,000 compounds, 0.19% hits. AID 760;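 active = GTP binding activity at least 20 points away from 100%, either lowered or raised; inconclusive = signal likely due to the compound's own green fluorescence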;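 also: 0% = beads with excess unlabeled GTP and 100% = no-compound control corrected for plate trend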
Pf gametocyte: inhibitors of late stage P. falciparum gametocyte viability | 150,000 compounds, 0.065% hits | AID 743093 | inhibition, % at 10.9 µM | P. falciparum stage V gametocytes, ATP luminescence, 24 h;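 active = inhibition above the mean plus 3 SD of compounds within the control limits, set per campaign, cut at about 38% in these data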;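 also: 0% = DMSO wells and 100% = medium only without gametocytes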
ABCB1 inh: human ABCB1 inhibition, ABCG2 as counter-screen; 190,000 compounds, 0.067% hits; inhibition, % at 6.6 µM; CCRF-Adr cells, JC-1 efflux, flow cytometry; P08183; in the data active = inhibition above about 40%;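 also: 0% = vehicle and 100% = reference inhibitor; higher value means more JC-1 retained so stronger ABCB1 efflux block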
Mcl1 Noxa PPI: Mcl-1/Noxa interaction inhibition | Q07820 | TR-FRET Mcl-1/Noxa peptide binding, 2 h | inhibition, % at 21.7 µM | 220,000 compounds, 1.5% hits | AID 1022;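 active = compounds that cut the protein-peptide binding signal by more than 50% relative to plate controls in a single-dose test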;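 also: His-tagged Mcl-1 with rhodamine Noxa BH3 peptide and terbium anti-His antibody; 0% = Mcl-1 plus Noxa peptide wells and 100% = peptide-only wells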
Target sequence (Q07820 whole entry, looked up): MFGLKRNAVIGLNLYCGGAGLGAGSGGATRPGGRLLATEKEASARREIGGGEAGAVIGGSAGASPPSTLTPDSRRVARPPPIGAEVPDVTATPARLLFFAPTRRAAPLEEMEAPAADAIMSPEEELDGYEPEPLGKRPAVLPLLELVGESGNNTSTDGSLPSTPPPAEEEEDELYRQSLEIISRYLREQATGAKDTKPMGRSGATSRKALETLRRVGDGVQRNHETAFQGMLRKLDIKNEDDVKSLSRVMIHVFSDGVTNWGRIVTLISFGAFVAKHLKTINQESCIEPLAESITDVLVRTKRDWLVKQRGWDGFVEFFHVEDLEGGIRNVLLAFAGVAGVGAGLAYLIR
Rac1 mut GTP: alters GTP binding to activated mutant human Rac1. P63000. GST-Rac1 activated beads, fluorescent GTP binding, flow cytometry; actives lie on both sides; 100% means binding = to untreated wells. percent activity (GTP binding), % at 10 µM. 190,000 compounds, 0.11% hits;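 active = GTP binding at least 20 percentage points away from the 100% baseline, in either direction, so actives lie on both sides; inconclusive = Compound likely fluorescent itself, or too few beads counted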
ABCG2 block: human ABCG2 inhibition, ABCB1 as counter-screen | inhibition, % at 6.6 µM | 190,000 compounds, 0.1% hits | IgMXP3 cells, JC-1 efflux, flow cytometry | AID 1325;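 active = inhibition above 80%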;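 also: 0% = DMSO and 100% = nicardipine control wells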
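Test system: ABCG2 IgMXP3 and barcoded ABCB1 CCRF-Adr cell mix; Schedule: cells with compound and JC-1, 10 min at 25 °C, rotating, no wash; Technique: flow cytometry of retained JC-1 fluorescence; Measure: % inhibition of efflux relative to nicardipine and DMSO; Controls: nicardipine high and DMSO low controls.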
Cdc42 wt GTP: human Cdc42 wildtype GTP binding change, either direction; P60953; 190,000 compounds, 0.2% hits; percent activity (GTP binding), % at 10 µM; GST-Cdc42 beads, Bodipy-GTP binding, flow cytometry; actives lie on both sides;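 active = percent activity GTP binding at least 20 points away from the 100% baseline, either down as inhibitor or up as activator; inconclusive = compound flagged as likely green fluorescent from well-wide comparison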;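 also: median bead fluorescence of bound Bodipy-FL-GTP at 100 nM; 0% = excess unlabeled GTP control and 100% = no compound control; below 100% means less GTP binding so inhibitor and above means activator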
Target sequence (P60953 whole entry, looked up): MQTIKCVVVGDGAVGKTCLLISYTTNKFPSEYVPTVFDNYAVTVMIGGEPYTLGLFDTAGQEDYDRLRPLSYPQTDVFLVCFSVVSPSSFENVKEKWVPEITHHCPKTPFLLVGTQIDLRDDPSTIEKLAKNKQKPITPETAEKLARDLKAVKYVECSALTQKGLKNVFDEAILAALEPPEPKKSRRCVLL
Rac1 wt modul: human Rac1 wildtype GTP binding, inhibitors and activators; GTP binding activity (% of control), % at 10 µM; AID 757; 190,000 compounds, 0.27% hits; GST-Rac1 beads, fluorescent GTP binding, flow cytometry; actives lie on both sides; 0 = cold GTP competed, 100 = untreated;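 active = GTP binding activity at least 20 points away from the 100% control level, either lower or higher; inconclusive = compound flagged as likely green fluorescent, judged across all proteins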
Avidin bead fluor: avidin bead compound fluorescence profile; Avidin beads, compound fluorescence 488/530 nm, flow cytometry; hits give high values; fluorescence (KMESF) at 10 µM; 220,000 compounds, 0.38% hits; AID 1775; in the data active = fluorescence above about 47; also: inactives centre near 10
Rab7 wt modul: alters GTP binding to wildtype dog Rab7; GST-Rab7 beads, fluorescent GTP binding, flow cytometry; actives lie on both sides; untreated = 100%, excess cold GTP = 0%; GTP binding activity (percent of control), % at 10 µM; 190,000 compounds, 0.055% hits;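 active = fluorescent GTP binding to Rab7 beads changed by at least 20 points from the 100% baseline, either direction, mostly lower; inconclusive = compound itself probably fluorescent, or too few beads counted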;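 also: median green fluorescence of bound Bodipy-FL-GTP per Rab7 bead population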
HRas wt GTP bind: human HRas wildtype GTP binding, change in either direction | P01112 | GST-Ras wt beads, Bodipy-FL-GTP binding, flow cytometry; actives lie on both sides | GTP binding activity, % at 10 µM | 190,000 compounds, 0.14% hits | AID 759;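 active = GTP binding activity at least 20% away from the 100% baseline, either lowered as inhibitor or raised as activator; inconclusive = flagged as likely green fluorescent, judged across all proteins in the well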;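 also: 0% = unlabeled GTP competition control and 100% = no-compound control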
Target sequence (P01112 whole entry, looked up): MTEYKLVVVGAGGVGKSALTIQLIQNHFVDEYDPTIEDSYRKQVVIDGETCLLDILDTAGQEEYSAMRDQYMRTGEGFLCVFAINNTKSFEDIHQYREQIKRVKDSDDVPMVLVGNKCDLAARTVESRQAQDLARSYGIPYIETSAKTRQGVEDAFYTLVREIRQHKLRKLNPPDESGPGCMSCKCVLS
Active calls of the source: *; ? = inconclusive; . = not tested or not shown.

SMILES	Rab2A wt mod	Pf gametocyte	ABCB1 inh	Mcl1 Noxa PPI	Rac1 mut GTP	ABCG2 block	Cdc42 wt GTP	Rac1 wt modul	Avidin bead fluor	Rab7 wt modul	HRas wt GTP bind
CCc1nnc(NC(=O)c2nc3nc(C)cc(C)n3n2)s1	104	.	0.9	-6	103	7	104	108	9	103	105
Cc1cccc(CN2CCN(CC(=O)NCc3cccs3)C2=O)c1	98	.	0.2	-8	98	1	98	102	6	103	99
CC(=O)NC(CCS(C)(=O)=O)C(=O)Nc1cccc(C(C)=O)c1 (stereo not given)	96	.	2.4	-5	97	8	98	100	10	96	98
O=C(/C=C/c1ccccc1Cl)Nc1cccc(S(=O)(=O)NC2=NCCCCC2)c1	96	-6	-0.7	16	98	-5	97	94	4	100	99
COC(=O)c1[nH]c2ccccc2c1NC(=O)CN1CC(C)OC(C)C1 (stereo not given)	104	-2	0.7	-24	101	2	106	104	10	100	105
Cc1cccc(OCCCC(=O)Nc2ccc3c(c2)OCO3)c1	98	.	0.1	11	96	1	99	100	34	95	99
O=C(Cn1cnnn1)Nc1cccc(S(=O)(=O)N2CCCCC2)c1	?	-20	4.8	17	?	5	?	?	13	?	?
CCOC(=O)c1c(C)oc2c1c(C=NCc1ccccn1)c(O)c1ccccc12	98	17	9.2	1	99	68	101	103	37	97	99
CCCC(=O)Nc1cc(C)c(NC(=O)Cc2ccccc2)cn1	96	.	-0.1	5	95	0	98	98	9	94	98
CCCCC(CC)C(=O)Nc1ccc(C#N)cc1 (stereo not given)	97	-12	-3.0	1	94	-4	99	98	5	96	98
CCCCn1c(SCC(=O)N2CCCC2)nc2c1c(=O)n(C)c(=O)n2C	101	.	0.5	-7	98	2	102	103	38	102	102
COC(=O)c1ccc(-c2ccc(Cl)cc2)nc1C	98	.	0.1	-5	99	9	101	102	4	101	100
CN1C(N)=NC(=O)/C1=C/c1ccccc1F	97	15	0.3	-21	97	1	96	94	11	94	96
COc1ccc(C)cc1NC(=O)c1cc2c(CO)cnc(C)c2oc1=N	98	.	0.0	22	95	19	95	100	7	100	98
CCOc1ccc(N(CC(=O)NCc2ccco2)S(C)(=O)=O)cc1	100	.	0.2	5	97	1	100	101	10	99	102
COC(=O)c1c(-c2ccccc2Cl)noc1/C=C/N(C)C	96	6	0.2	-9	94	4	97	99	10	99	95
CNC(=S)NNC(=O)c1cccn(Cc2ccccc2)c1=O	99	-23	1.1	9	94	2	99	97	10	103	97
CCOc1nc(NCCO)nc(Nc2ccc([N+](=O)[O-])cc2)n1	90	5	2.2	46	94	68	99	89	8	86	86
c1ccc(-c2csc(Nc3ccc4c(c3)OCCO4)n2)cc1	101	.	0.4	11	99	6	103	104	4	100	102
C=CCNC(=O)CSc1nnc(-c2ccccc2Cl)n1-c1c(C)n(C)n(-c2ccccc2)c1=O	98	.	0.2	13	98	1	102	101	8	94	99
COc1ccc(C2Nc3ccc(Br)cc3C(c3ccccc3)N2CC(=O)O)cc1 (stereo not given)	92	.	-0.1	26	88	0	92	87	21	92	90
Cc1ccccc1CNC(=O)c1ccccc1	99	.	-0.3	-3	98	2	100	106	35	94	98
Cc1nnc(NC(=O)Cc2ccc(OCc3c(C)noc3C)cc2)s1	96	-2	-2.7	3	95	0	97	94	15	96	98
Cc1ccc(N/N=C2\COC(C)(C)CC2=O)cc1	102	-17	1.0	1	100	6	100	103	5	99	101
CCOC(=O)CNC(=O)CSc1nc(NCc2ccccc2)nc(N(C)C)n1	104	-1	0.3	5	103	0	106	108	15	100	102

An excerpt of these results, with values under each structure:
Fields – Rab2A wt mod, Pf gametocyte, ABCB1 inh, Mcl1 Noxa PPI, Rac1 mut GTP, ABCG2 block, Cdc42 wt GTP, Rac1 wt modul, Avidin bead fluor, Rab7 wt modul, HRas wt GTP bind
- CCOc1ccc(N(CC(=O)NCc2ccco2)S(C)(=O)=O)cc1
    100, ., 0.2, 5, 97, 1, 100, 101, 10, 99, 102
- O=C(/C=C/c1ccccc1Cl)Nc1cccc(S(=O)(=O)NC2=NCCCCC2)c1
    96, -6, -0.7, 16, 98, -5, 97, 94, 4, 100, 99

Other results
SMILES	Rab2A wt mod	Pf gametocyte	ABCB1 inh	Mcl1 Noxa PPI	Rac1 mut GTP	ABCG2 block	Cdc42 wt GTP	Rac1 wt modul	Avidin bead fluor	Rab7 wt modul	HRas wt GTP bind
O=C(N/N=C/c1oc(O)c2ccccc12)c1ccccc1O	98	6	-0.9	9	96	-2	97	96	11	96	99
CCCOc1ccc(N)cc1N	101	2	0.4	76*	100	2	103	103	7	98	103
O=C(C1CCCCC1)N1CCN(C(=O)C2CCCCC2)CC1	98	1	1.4	6	99	3	102	101	26	102	101
CC(/C=N/NC(=O)c1cc(-c2cccs2)[nH]n1)=C\c1ccccc1	96	7	-0.5	3	98	-1	98	99	13	95	98
CC(C)(C)C(=O)Cn1ncc(N2CCCC2)c(Br)c1=O	105	2	0.6	5	102	7	108	106	22	103	106
CCn1c(SCc2c(Cl)cccc2Cl)nnc1-c1nn(-c2ccccc2)ccc1=O	99	-43	1.5	2	99	8	101	102	9	97	99
O=C(CC1COc2ccccc2O1)Nc1ccccn1 (stereo not given)	100	.	0.4	22	100	2	105	104	17	100	102
O=C(N/N=C/c1ccccc1)c1sccc1OCc1ccc(F)cc1	108	.	2.3	-13	100	8	106	106	13	101	108
CCCNC1CCS(=O)(=O)C1 (stereo not given)	106	17	0.8	-47	103	3	108	106	10	107	106
O=c1c2cnn(-c3ccc(F)cc3)c2ncn1Cc1ccccc1	100	.	-0.1	2	97	0	100	102	4	95	98
C=CCNC(=O)C(=O)N/N=C/c1cccc(Br)c1	101	-13	0.3	7	101	2	99	103	23	112	103
O=C(CN1C(=O)C2CCCN2c2ncc(Cl)cc21)NCc1ccc2c(c1)OCO2 (stereo not given)	102	.	1.6	12	99	26	103	105	30	102	103
Cc1cc(C)n(-c2ccc(C(=O)Nc3ccc(S(=O)(=O)NCc4ccco4)cc3)cc2)n1	94	.	0.3	24	92	32	93	94	15	95	92
COC(=O)CC1COc2ccccc2N1C(=O)c1ccc(Br)cc1 (stereo not given)	101	13	1.0	2	98	10	98	99	12	99	98
CCC(=O)c1cn(CC(=O)OC)c2ccccc12	99	.	0.5	-6	99	2	101	100	6	97	100
Cc1c(NC(=O)CSc2ccccc2F)c(=O)n(-c2ccccc2)n1C	95	-16	0.6	12	94	6	96	97	12	96	96
O=[N+]([O-])c1cc(C(F)(F)F)c(Cl)cc1N1CCN(CCO)CC1	96	.	0.2	-3	100	3	103	107	22	99	100
O=C(NCc1cn2ccccc2n1)c1ccccc1	101	-2	-2.7	-3	99	-1	99	96	15	97	99
CN1/C(=C\C(=O)Nc2ccc(Cl)cc2)C(C)(C)c2ccccc21	95	.	9.7	7	97	7	96	97	16	93	95
CC(=O)NC(CC(C)C)C(=O)NC(Cc1ccccc1)C(N)=O (stereo not given)	98	.	0.1	12	97	0	98	96	19	100	99
CC1Cn2c(COc3ccccc3)nnc2S1 (stereo not given)	101	.	0.0	-1	98	1	106	105	23	103	103
CC(C)NC(=S)Nc1cccc2cnccc12	100	8	-0.2	7	100	3	105	105	13	101	102
O=C(NC1=NCCS1)c1cccc2ccccc12	102	20	0.1	16	93	0	97	96	5	105	99
CCN1CCN(c2cc(-c3ccccc3)nc3cc(-c4cccc(F)c4)nn23)CC1	100	11	1.5	44	97	2	100	102	6	95	100
CCc1cccc2c(C#N)cn(CCOc3ccccc3OC)c12	106	.	0.0	-1	100	1	108	113	25	103	107

3 entries already listed, sorted by length of the SMILES, lowest first:
SMILES	Rab2A wt mod	Pf gametocyte	ABCB1 inh	Mcl1 Noxa PPI	Rac1 mut GTP	ABCG2 block	Cdc42 wt GTP	Rac1 wt modul	Avidin bead fluor	Rab7 wt modul	HRas wt GTP bind
O=C(CC1COc2ccccc2O1)Nc1ccccn1 (stereo not given)	100	.	0.4	22	100	2	105	104	17	100	102
O=C(C1CCCCC1)N1CCN(C(=O)C2CCCCC2)CC1	98	1	1.4	6	99	3	102	101	26	102	101
O=C(N/N=C/c1ccccc1)c1sccc1OCc1ccc(F)cc1	108	.	2.3	-13	100	8	106	106	13	101	108

(listing goes on)
SMILES	Rab2A wt mod	Pf gametocyte	ABCB1 inh	Mcl1 Noxa PPI	Rac1 mut GTP	ABCG2 block	Cdc42 wt GTP	Rac1 wt modul	Avidin bead fluor	Rab7 wt modul	HRas wt GTP bind
CCN(CC)CC(=O)Nc1nc(-c2ccc(Cl)cc2)cs1	100	-15	0.1	6	99	0	98	105	4	101	100
CCC(C)NC(=S)N1CCN(Cc2ccc3c(c2)OCO3)CC1 (stereo not given)	97	-10	0.1	5	94	0	95	96	1	102	96
COc1ccc(-c2nc3c(c(=O)[nH]c(=O)n3Cc3ccccc3)n2Cc2ccccc2)cc1	101	22	1.4	-1	100	2	100	102	5	101	101
O=C(CSc1nnc(-c2ccco2)o1)NC1CC2CCC1C2 (stereo not given)	102	6	0.5	25	98	3	103	108	15	103	105
O=C(NNC(=S)Nc1ccccc1)c1ccco1	96	4	-0.2	-10	97	5	97	98	8	97	97
CC(C)[C@H](NC(N)=O)C(=O)NCCc1ccc(Cl)cc1	97	8	0.2	6	95	0	96	98	10	100	100
Cc1csc(NC(=O)c2cc(-c3ccccc3)nc3ccccc23)n1	98	.	5.4	3	97	15	101	103	8	101	100
COc1ccc(-c2cnc(SCC(=O)Nc3nc(C(C)(C)C)cs3)n2Cc2ccco2)cc1	93	.	0.4	0	95	2	96	96	20	93	96

Screening results (PubChem BioAssay)
